Compound activity (PubChem BioAssay)
SMARCA2 act: SMARCA2 (BRM) function activators, primary screen, cell-based, luminescence, high throughput | 370,000 tested, 1% active | AID 652017, 2013 | MG213 cells, MMTV-luciferase reporter, dexamethasone, overnight | activation, % at 9.1 µM; in the data active = activation above about 7.8%;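 also: 0% = vehicle wells and 100% = reference activator wells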
hcDAF-12 act: H. contortus DAF-12 nuclear receptor activators, primary screen, cell-based, luminescence, HEK293, lit1-tk-luc reporter; HEK293 hcDAF-12 lit1-tk-luc reporter; 0% DMSO, 100% Δ7-dafachronic acid; activation, % at 6.8 µM; 370,000 tested, 1.4% active;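 active = activation above the mean of all tested compounds plus 3 SD, cut at about 5.5% in these data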;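 also: 100% = response to 3 µM Δ7-dafachronic acid high control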
sPLA2-III inh: human group III sPLA2 inhibitors, primary screen, biochemical, QFRET, BODIPY PC-A2 liposome substrate | QFRET BODIPY PC-A2 liposome hydrolysis, fluorescence | inhibition, % at 12.2 µM | 370,000 tested, 0.56% active;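 active = inhibition above mean plus 3 SD of compounds lying within the high and low control bounds, cut at about 19% in these data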;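 also: 0% = median of test compound wells and 100% = no enzyme DMSO wells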
Target sequence (Q9NZ20 whole entry, looked up): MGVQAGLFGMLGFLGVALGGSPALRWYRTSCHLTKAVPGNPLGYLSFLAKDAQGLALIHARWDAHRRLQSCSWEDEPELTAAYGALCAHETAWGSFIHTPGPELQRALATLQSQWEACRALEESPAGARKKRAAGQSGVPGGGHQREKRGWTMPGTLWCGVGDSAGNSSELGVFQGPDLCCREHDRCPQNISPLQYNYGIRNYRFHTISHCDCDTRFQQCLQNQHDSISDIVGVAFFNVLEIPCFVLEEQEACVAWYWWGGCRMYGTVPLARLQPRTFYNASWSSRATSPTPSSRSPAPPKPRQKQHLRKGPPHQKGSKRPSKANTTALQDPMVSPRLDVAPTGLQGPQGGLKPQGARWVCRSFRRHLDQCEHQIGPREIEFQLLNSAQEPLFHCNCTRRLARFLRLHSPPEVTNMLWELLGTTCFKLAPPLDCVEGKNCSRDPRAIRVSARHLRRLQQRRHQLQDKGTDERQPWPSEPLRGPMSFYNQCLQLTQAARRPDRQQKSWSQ
GC-A act: GC-A stimulated cGMP production enhancers – HEK293 GC-A cells, cGMP TR-FRET, EC30 ANP, primary screen. 0% at EC30 ANP, 100% saturating ANP. Atrial natriuretic peptide receptor 1 (Homo sapiens), P16066. AID 1671463, 2021. activation, % at 10 µM. 370,000 tested, 0.14% active; in the data active = activation above about 40%
hgDAF-12 ag: H. glycines DAF-12 receptor agonists, primary screen, cell-based, luminescence, HEK293, GAL4 fusion, UAS-luciferase. Nuclear hormone receptor DAF-12 (Heterodera glycines), GAL4 fusion. HEK293 GAL4-hgDAF12 UAS-luciferase reporter, agonist luminescence; normalized to butyrate control. activation, % at 6.8 µM. 370,000 tested, 1.8% active. AID 687014, 2013;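 active = activation above a cutoff set at the mean of all screened compounds plus 3 SD, cut at about 10% in these data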;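 also: 0% = DMSO wells and 100% = sodium butyrate wells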
ssDAF-12 act: S. stercoralis DAF-12 nuclear receptor activators, primary screen, cell-based, luminescence, HEK293, GRIP1 co-expression, lit1-tk-luc. Nuclear hormone receptor DAF-12 (Strongyloides stercoralis). HEK293 ssDAF-12/GRIP1 lit1-tk-luc reporter; % of 3 µM dafachronic acid response. activation, % at 6.8 µM. 370,000 tested, 1% active;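 active = activation above the mean over all tested compounds plus 3 SD, cut at about 0.9% in these data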;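 also: 0% = DMSO-only wells and 100% = 3 µM delta7-dafachronic acid wells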
DAX1 inh-1: DAX1 (NR0B1) inhibitors, primary screen, cell-based, HEK293, Gal4-DAX1, luciferase luminescence; HEK293 Gal4-DAX1 luciferase reporter; 340,000 tested, 0.99% active; AID 504766, 2011; Nuclear receptor subfamily 0 group B member 1 (Homo sapiens), P51843; inhibition, % at 6.75 µM;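 active = inhibition above the mean over all tested compounds plus 3 SD, cut at about 4.2% in these data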;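 also: 0% = DAX1-transfected cells with DMSO and 100% = empty-vector control cells with DMSO; inhibition shows as a rise in luminescence from relieved DAX1 repression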
Target sequence (P51843 207-470 limits assumed): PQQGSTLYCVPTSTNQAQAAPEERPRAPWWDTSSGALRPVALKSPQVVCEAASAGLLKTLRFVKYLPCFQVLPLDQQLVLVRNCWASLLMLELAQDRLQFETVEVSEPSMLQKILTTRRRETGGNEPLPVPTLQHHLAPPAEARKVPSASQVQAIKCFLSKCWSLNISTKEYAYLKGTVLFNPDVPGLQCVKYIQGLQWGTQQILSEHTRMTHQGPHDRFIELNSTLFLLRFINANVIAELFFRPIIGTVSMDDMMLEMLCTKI
DAX1 inh-2: DAX1 (NR0B1) inhibitors on StAR promoter, primary screen, cell-based, luminescence, SF-1 (NR5A1), full-length DAX-1; HEK293T StAR-luciferase reporter, SF-1/DAX-1 repression relief; inhibition, % at 6.8 µM; 370,000 tested, 1.1% active; AID 652010, 2013;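 active = inhibition above the mean over all tested compounds plus 3 SD, cut at about 3.6% in these data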;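 also: 0% = DAX-1 cells with DMSO and 100% = cells lacking DAX-1 with DMSO; higher inhibition means more luminescence from relief of DAX-1 repression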
NPR2 activator: human GC-B receptor activators, primary screen, HEK293 GC-B cells, cGMP TR-FRET, EC30 CNP. activation, % at 10 µM. 0% at EC30 CNP, 100% saturating CNP. AID 1920062, 2024. 370,000 tested, 0.11% active. Atrial natriuretic peptide receptor 2 (Homo sapiens), P20594;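 active = activation at 10 µM reaching about 35% in either raw or pattern-adjusted values, limit read from the data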
GAA850 FXN act: FXN promoter activators, primary screen, cell-based, luciferase luminescence, HEK293 lucGAA850; HEK293 lucGAA850 FXN promoter luciferase reporter, 24 h; percent of 10 µM SAHA response; activation, % at 6 µM; 360,000 tested, 0.56% active; AID 540364, 2011;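 active = activation above the average of all compounds screened plus 3 SD, cutoff fixed separately per campaign, cut at about 7.5% in these data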;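 also: 0% = DMSO wells and 100% = 10 µM SAHA wells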
KLK7 zymogen act: proKLK7 zymogen activators, primary screen, biochemical, fluorescence intensity; Kallikrein-7 (Homo sapiens), P49862; purified proKLK7, EDANS-DABCYL substrate fluorescence; 100% is mature enzyme control, 0% vehicle; activation, % at 7 µM; 370,000 tested, 0.9% active;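 active = activation above the mean of all tested compounds plus 3 SD, computed per campaign excluding outliers beyond control limits, cut at about 13% in these data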
Target sequence (P49862 whole entry, looked up): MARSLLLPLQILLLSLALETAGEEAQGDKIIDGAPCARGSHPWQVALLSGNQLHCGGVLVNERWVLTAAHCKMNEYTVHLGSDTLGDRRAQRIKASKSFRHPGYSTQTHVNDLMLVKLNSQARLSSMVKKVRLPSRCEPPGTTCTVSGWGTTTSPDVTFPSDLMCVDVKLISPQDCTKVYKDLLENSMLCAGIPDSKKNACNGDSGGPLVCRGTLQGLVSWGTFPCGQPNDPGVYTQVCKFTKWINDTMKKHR
Numbers without * were called inactive; · = not tested or not shown.

SMILES | SMARCA2 act | hcDAF-12 act | sPLA2-III inh | GC-A act | hgDAF-12 ag | ssDAF-12 act | DAX1 inh-1 | DAX1 inh-2 | NPR2 activator | GAA850 FXN act | KLK7 zymogen act
O=C(CN(C(=O)c1ccc(Cl)cc1)N1C(=O)C2C3C=CC(C3)C2C1=O)c1cccs1 (stereo not given) | -3 | 0.3 | 8 | -4 | 4.2 | -0.3 | -0.9 | 0.2 | 0 | -1.5 | 0.0
Cc1cc(C)cc(N(C(=O)c2nsc(Cl)c2Cl)C(C(=O)NC2CCCC2)c2ccc(O)cc2)c1 (stereo not given) | -1 | 0.2 | -11 | -45 | -0.2 | -0.4 | -1.0 | 0.2 | -15 | -4.0 | 0.4
CC1(C)Cc2c(sc(NC(=O)C(C)(C)C)c2C#N)C(C)(C)N1 | 0 | 0.1 | -6 | 3 | -0.7 | -1.6 | -0.8 | 0.2 | -11 | 0.2 | -0.1
Cn1c2ccccc2c2cc([N+](=O)[O-])ccc21 | -3 | -0.9 | 0 | 4 | 3.5 | -1.0 | -1.7 | 0.6 | 7 | 1.7 | -1.6
O=C(NC1CCCCN(Cc2ccc(Cl)cc2)C1=O)c1ccccn1 (stereo not given) | -3 | -3.0 | -4 | 9 | -1.2 | -1.4 | · | -0.6 | 2 | · | -0.7
CN(C(=O)c1ccc(NC(=O)Cc2cccc(NC(=O)C3CCN(C(=O)c4ccccc4)CC3)c2)cc1)C1CC1 | -1 | 0.0 | -11 | 4 | 3.9 | -1.1 | 2.2 | 0.5 | 1 | 0.4 | 0.3
CCOC(=O)C1=C(COC(=O)CCOc2ccc(OC)cc2)NC(=O)NC1C (stereo not given) | 0 | -2.0 | -4 | 0 | 0.1 | 0.4 | -0.5 | 1.1 | -1 | 0.6 | 0.3
Cc1ccc(-c2csc(NCCc3nc4cc(Cl)c(Cl)cc4n3CCOCCO)n2)cc1 | 0 | -1.6 | -2 | -9 | 0.4 | -1.3 | 2.6 | -0.2 | -6 | 0.8 | -0.1
CC(C)NC(=O)N1CCC(n2nccc2NC(=O)CCOc2ccccc2)CC1 | -2 | 0.4 | 6 | 2 | -0.1 | -1.0 | 1.2 | -0.9 | 1 | -0.5 | -0.6
O=C(c1ccc([N+](=O)[O-])o1)N1CCN(c2nc3c(Cl)cccc3s2)CC1 | -3 | -1.7 | 7 | 0 | 1.4 | -1.2 | 0.6 | -3.4 | -7 | -2.8 | 0.1
CCCCNC(=O)c1[nH]c(=O)cnc1-c1ccccc1 | -3 | 1.0 | 0 | 0 | -1.7 | -1.4 | · | -0.8 | -1 | · | -0.4
C/C(=N\NC(=O)c1ccc(CN2CCOCC2)cc1)c1cccc([N+](=O)[O-])c1 | -2 | 0.3 | 1 | 0 | -1.5 | -1.4 | -0.8 | -0.5 | -1 | 2.8 | 1.0
Cc1cccn2c(=O)c3cc(C(=O)NC4CCS(=O)(=O)C4)sc3nc12 (stereo not given) | -1 | 3.3 | 9 | 12 | -2.6 | 0.0 | -0.2 | -0.9 | 0 | 2.2 | 22*
CCOc1ccc(-c2noc(CCCC(=O)NCC3CCCO3)n2)cc1OC (stereo not given) | -3 | -0.8 | 2 | -1 | -0.6 | -0.3 | 0.1 | -2.1 | 4 | 0.7 | -0.1
CN(C)S(=O)(=O)c1ccc(Cl)c(NC(=O)CN2CCc3ccccc3C2)c1 | -5 | -2.6 | -13 | -6 | -5.1 | -2.0 | -0.3 | -1.5 | 4 | -1.0 | 0.3
Cc1ccc(S(=O)(=O)N2CCCC(C(=O)NCC(C)C)C2)cc1 (stereo not given) | 0 | -0.4 | 0 | 2 | -1.4 | -1.1 | -0.4 | 0.7 | 5 | 1.6 | -0.1
Cc1nnc(SCC2=C(C(=O)O)N3C(=O)C(NC(=O)Cc4ccccc4)C3SC2)s1 (stereo not given) | 0 | 0.7 | 7 | -3 | 3.0 | -0.5 | 1.8 | 0.6 | -3 | 1.9 | -0.1
S=c1[nH]nc(C2CCCCC2)n1/N=C/c1cccc(Cl)c1Cl | -3 | -1.1 | -6 | 8 | -1.4 | -1.1 | 0.5 | -0.3 | 0 | 4.8 | -0.3
Cc1cc(C(=O)OCC(=O)Nc2cc(C(F)(F)F)ccc2N2CCOCC2)c(C)o1 | -2 | -2.1 | 1 | 0 | -1.1 | -1.6 | -0.8 | 0.4 | -3 | -0.7 | 0.1
Cc1ccc(C(=O)N/C(=C\c2ccc(-c3cccc([N+](=O)[O-])c3)o2)C(=O)NCCCN(C)C)cc1 | -3 | 0.6 | 12 | 0 | -2.6 | -1.1 | 0.0 | 0.3 | -3 | 1.0 | -0.7
CC(=O)c1ccc(NC(=O)CSc2nnc(NC(=O)C3CC3)s2)cc1 | 4 | 0.5 | 1 | -3 | 2.4 | -0.3 | 0.5 | 0.8 | 4 | 1.7 | -0.1
CC(Oc1ccc(Cl)cc1)C(=O)Nc1cccc(S(=O)(=O)N2CCCC2)c1 (stereo not given) | -1 | 0.4 | -4 | -2 | 0.0 | -1.3 | 1.4 | 0.8 | 2 | -1.7 | 0.1
Cc1cc(C)c(S(=O)(=O)N(C)CC(=O)N2CCCCC2)c(C)c1 | 3 | -1.1 | 1 | 0 | -2.3 | -2.0 | -0.3 | -0.6 | 5 | 1.0 | -0.1
Cc1ccccc1-c1cnc(C(O)c2ccc(Cl)cc2C)[nH]1 (stereo not given) | -5 | 0.0 | -4 | 0 | 3.1 | -1.1 | · | 0.1 | -3 | -0.8 | -0.4
COc1cc(NS(=O)(=O)c2ccc(NC(=O)COc3ccccc3Cl)cc2)nc(OC)n1 | 0 | -1.9 | -42 | 0 | 1.0 | -1.0 | · | 0.3 | 4 | · | -0.2
CCC(=O)N1CCc2cc(Br)c(S(=O)(=O)NC3CCN(Cc4ccccc4)CC3)cc21 | 0 | -2.4 | -22 | -2 | 1.2 | -1.0 | · | 0.4 | -10 | · | -0.1
COC(=O)c1ccc(N=NNc2ccc(C(=O)OC)cc2)cc1 | 2 | 10* | 5 | -8 | 6.6 | -0.2 | -1.4 | 3.2 | -3 | 6.0 | 0.7
CNCCCOc1ccc2c(c1)CCC2 | -2 | -0.3 | 3 | -1 | 7.1 | -1.3 | 0.7 | 0.6 | -1 | 5.0 | 0.7
COc1ccccc1-c1oc2ccccc2c1-c1ccccc1OC | 0 | -1.7 | -7 | -7 | -0.5 | -1.1 | 0.4 | 0.0 | -7 | 1.2 | -7.4
C=CCn1c(CCc2cc(C(C)(C)C)c(O)c(C(C)(C)C)c2)n[nH]c1=S | -1 | 1.7 | 6 | -7 | 2.3 | -1.7 | -0.6 | 0.2 | -4 | 0.8 | -0.1
Cc1cc(NC(=O)c2cncc(Br)c2)n(-c2ccccn2)n1 | -3 | -0.4 | 9 | -1 | 0.6 | -1.3 | -1.3 | -0.9 | -11 | 0.8 | 0.4
Nc1nnc(N2CCc3ccccc32)s1 | 0 | 1.4 | 1 | -3 | 4.6 | -1.5 | 0.7 | -0.8 | -5 | 0.1 | 0.3
CC12COC3(C(N)=O)CC1CCC32C (stereo not given) | -4 | 0.3 | -1 | -3 | -0.5 | -0.4 | -1.1 | 0.5 | 1 | 2.9 | -1.1
Cc1cc(NC(=O)COc2c(C)cccc2C)no1 | 0 | -0.9 | -2 | -3 | -1.0 | -1.5 | 0.4 | 0.1 | -6 | -0.4 | 0.2
O=c1c2ccccc2ncn1-c1ccc([N+](=O)[O-])cc1[N+](=O)[O-] | -6 | -4.0 | -6 | -2 | -2.3 | -1.6 | -1.8 | -1.3 | -6 | 0.2 | 0.0
Nc1cccnc1Oc1ccc(F)cc1 | 4 | -0.5 | 2 | -5 | -0.2 | -2.2 | 0.9 | 0.3 | -8 | -1.4 | -0.5
COc1cc(/C=C2/SC(N)=NC2=O)ccc1Oc1ccc([N+](=O)[O-])cc1[N+](=O)[O-] | 6 | -1.8 | -2 | -6 | 2.2 | -0.5 | 0.8 | -0.2 | 0 | -4.6 | -0.1
O=C(Nc1ccc(Cl)c(S(=O)(=O)N2CCCCC2)c1)c1cnccn1 | -2 | -1.6 | -6 | -9 | -3.4 | -1.8 | -1.1 | 0.6 | -3 | 1.5 | -0.1
O=C(c1cc(-c2ccco2)nc2ccccc12)N1CCN(c2ccc(F)cc2)CC1 | -2 | -3.3 | 10 | -7 | -1.7 | -1.8 | -1.5 | -1.1 | 0 | 1.3 | 6.4
Cn1c(=O)c2c(nc(NCCCN3CCOCC3)n2Cc2cccc(Cl)c2)n(C)c1=O | -4 | -0.2 | 2 | -2 | -0.5 | -1.6 | 0.3 | -0.2 | -5 | 2.0 | 0.1

3 entries out of the list, arranged by formula weight, ascending.
SMILES | SMARCA2 act | hcDAF-12 act | sPLA2-III inh | GC-A act | hgDAF-12 ag | ssDAF-12 act | DAX1 inh-1 | DAX1 inh-2 | NPR2 activator | GAA850 FXN act | KLK7 zymogen act
Nc1nnc(N2CCc3ccccc32)s1 | 0 | 1.4 | 1 | -3 | 4.6 | -1.5 | 0.7 | -0.8 | -5 | 0.1 | 0.3
O=C(c1cc(-c2ccco2)nc2ccccc12)N1CCN(c2ccc(F)cc2)CC1 | -2 | -3.3 | 10 | -7 | -1.7 | -1.8 | -1.5 | -1.1 | 0 | 1.3 | 6.4
Cn1c(=O)c2c(nc(NCCCN3CCOCC3)n2Cc2cccc(Cl)c2)n(C)c1=O | -4 | -0.2 | 2 | -2 | -0.5 | -1.6 | 0.3 | -0.2 | -5 | 2.0 | 0.1

New compounds follow.
SMILES | SMARCA2 act | hcDAF-12 act | sPLA2-III inh | GC-A act | hgDAF-12 ag | ssDAF-12 act | DAX1 inh-1 | DAX1 inh-2 | NPR2 activator | GAA850 FXN act | KLK7 zymogen act
O=C(CC(=O)N/N=C/c1ccc(C(=O)O)cc1)NCCc1ccccc1 | -2 | -1.2 | -1 | -1 | -0.6 | -1.4 | -1.4 | -0.4 | -1 | -0.2 | -0.1
Cc1cc(=O)c2cc(Br)ccc2[nH]1 | -3 | -3.1 | -2 | -2 | -4.0 | -1.4 | -2.2 | -0.6 | 1 | 1.8 | 0.3
CC1CCN(S(=O)(=O)c2ccc(C(=O)Nc3nnc(-c4ccco4)o3)cc2)CC1 | -2 | -0.1 | -2 | 0 | 0.3 | -1.6 | -0.9 | -0.9 | -7 | 0.5 | -0.2
O=C(NN=Cc1ccccc1)C(Oc1ccccc1)c1ccccc1 (stereo not given) | -2 | -2.4 | -14 | -2 | 4.0 | -1.4 | -0.2 | 0.7 | 0 | 0.3 | -0.1
